Assay outcomes as filed in PubChem.
GSTO1 inh = blocks human GSTO1 in RBBP9 counter-screen; inhibition, % at 5.96 µM; P78417; AID 1974; recombinant GSTO1, activity-based probe fluorescence polarization; 300,000 compounds, 1.1% hits;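 active = inhibition above the campaign mean inhibition plus 3 SD, cut at about 35% in these data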;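 also: 0% = GSTO1-1 with DMSO and 100% = wells lacking GSTO1-1 enzyme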
Target sequence (P78417 whole entry, looked up): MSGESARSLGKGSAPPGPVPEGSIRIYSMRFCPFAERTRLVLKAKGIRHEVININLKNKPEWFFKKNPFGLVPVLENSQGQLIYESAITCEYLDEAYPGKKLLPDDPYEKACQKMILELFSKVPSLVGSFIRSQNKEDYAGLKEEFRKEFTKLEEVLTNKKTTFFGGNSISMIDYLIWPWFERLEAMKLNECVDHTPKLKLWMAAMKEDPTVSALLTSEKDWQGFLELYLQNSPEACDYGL
PAD4 inh = inhibitors of human PAD4; Q9UM07; recombinant PAD4, RCA probe fluorescence polarization; inhibition, % at 6.36 µM; 330,000 compounds, 0.41% hits; AID 485272;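 active = percent inhibition above a cutoff equal to the mean of all tested compounds plus 3 SD, cut at about 15% in these data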;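 also: 0% = PAD4 with RCA probe and DMSO and 100% = probe without PAD4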
LYPLA2 inh = counter-screen for PME1 inhibitors: inhibitors of human LYPLA2; O95372; recombinant LYPLA2, FP-Rh probe fluorescence polarization; inhibition, % at 5.9 µM; 320,000 compounds, 0.38% hits;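 active = inhibition above the screen-wide mean plus 3 SD, limit set per campaign, cut at about 26% in these data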;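 also: 0% = LYPLA2 with DMSO and 100% = wells lacking LYPLA2 enzyme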
Target sequence (O95372 whole entry, looked up): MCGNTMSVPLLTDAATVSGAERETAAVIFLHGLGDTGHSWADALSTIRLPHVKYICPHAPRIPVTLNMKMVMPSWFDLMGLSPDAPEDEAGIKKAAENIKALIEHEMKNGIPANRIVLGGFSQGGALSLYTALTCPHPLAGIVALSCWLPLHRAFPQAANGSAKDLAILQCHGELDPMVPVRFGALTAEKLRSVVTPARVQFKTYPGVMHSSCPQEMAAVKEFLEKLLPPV
pPAFAH FP inh = inhibitors of human plasma PAF acetylhydrolase (pPAFAH); Q13093; recombinant pPAFAH, FP-rhodamine probe fluorescence polarization; inhibition, % at 3.39 µM; 330,000 compounds, 1.5% hits; AID 463082;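 active = inhibition above the mean inhibition across the screen plus 3 SD, cut at about 25% in these data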;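 also: inhibitors block binding of the rhodamine activity-based probe so polarization drops; 0% = enzyme with DMSO and 100% = wells lacking pPAFAH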
PAFAH2 inh = PAFAH2 (human) inhibition; Q99487; recombinant PAFAH2, FP-rhodamine activity probe, fluorescence polarization; inhibition, % at 3.39 µM; 340,000 compounds, 0.99% hits;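 active = inhibition above the mean over all tested compounds plus 3 SD, cut at about 30% in these data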;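 also: inhibitors block probe labeling of enzyme so polarization drops; 0% = enzyme with DMSO and 100% = wells lacking PAFAH2 protein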
PME-1 primary = blocks human protein phosphatase methylesterase 1. inhibition, % at 5.9 µM. recombinant PME-1, FP-Rh probe fluorescence polarization. AID 2130. 320,000 compounds, 0.53% hits. Q9Y570;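 active = inhibition above the campaign mean of all compounds plus 3 SD, cut at about 26% in these data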;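 also: competitive labeling of PME-1 active site by serine hydrolase directed probe; 0% = PME-1 with DMSO and 100% = wells lacking PME-1 enzyme; inhibitors block probe labeling so polarization falls and inhibition rises; many of its hits are not listed in these tables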
PAFAH1B3 FP inh = blocks human PAF acetylhydrolase 1B catalytic subunit 3. recombinant PAFAH1B3, FP-rhodamine probe, fluorescence polarization. inhibition, % at 3.39 µM. 340,000 compounds, 0.28% hits;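 active = inhibition above the screen-wide average of all tested compounds plus 3 SD, cut at about 25% in these data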;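 also: 0% = enzyme with DMSO only and 100% = wells lacking PAFAH1B3 protein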
Target sequence (Q15102 whole entry, looked up): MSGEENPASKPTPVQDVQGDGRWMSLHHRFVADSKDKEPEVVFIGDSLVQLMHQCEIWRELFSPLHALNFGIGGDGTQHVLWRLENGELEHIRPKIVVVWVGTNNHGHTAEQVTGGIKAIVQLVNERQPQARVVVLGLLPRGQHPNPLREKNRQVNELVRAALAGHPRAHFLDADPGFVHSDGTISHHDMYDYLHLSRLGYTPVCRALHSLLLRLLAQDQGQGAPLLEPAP
PAFAH1B2 FP inh = PAFAH1B2 (human) inhibition; recombinant PAFAH1B2, FP-rhodamine activity probe, fluorescence polarization; P68402; inhibition, % at 3.39 µM; 340,000 compounds, 1.2% hits;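 active = inhibition above the mean of all tested compounds plus 3 SD, cut at about 24% in these data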;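 also: 0% = enzyme with DMSO and 100% = wells lacking PAFAH1B2; many of its hits are not listed in these tables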
LYPLA1 inh = counter-screen for PME1 inhibitors: inhibitors of human LYPLA1; recombinant LYPLA1, FP-Rh probe fluorescence polarization; 320,000 compounds, 0.16% hits; O75608; AID 2174; inhibition, % at 5.9 µM;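 active = inhibition above the mean of all tested compounds plus 3 SD, set per campaign, cut at about 14% in these data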;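 also: inhibitors block serine hydrolase probe labeling of LYPLA1 so polarization falls; 0% = enzyme with DMSO and 100% = wells lacking LYPLA1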
Target sequence (O75608 whole entry, looked up): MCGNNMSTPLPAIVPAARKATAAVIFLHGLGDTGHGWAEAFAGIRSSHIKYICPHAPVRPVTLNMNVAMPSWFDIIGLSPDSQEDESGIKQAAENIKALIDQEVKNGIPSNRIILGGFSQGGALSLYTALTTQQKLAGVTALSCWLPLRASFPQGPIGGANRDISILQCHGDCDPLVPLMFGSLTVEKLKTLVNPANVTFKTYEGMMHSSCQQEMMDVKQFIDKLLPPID
Starred values were filed as active, the others as inactive; . = not tested or not shown; & = joins results of further samples. The list is partial. The share of hits here may be higher or lower than overall.

SMILES	GSTO1 inh	PAD4 inh	LYPLA2 inh	pPAFAH FP inh	PAFAH2 inh	PME-1 primary	PAFAH1B3 FP inh	PAFAH1B2 FP inh	LYPLA1 inh
CCn1cc(-c2ccccc2)c(C(=O)O)c1-c1ccc(OC)cc1	-1	-2	2	0	5	5	7	-1	0
COc1cccc(CNC(=O)Cn2cccc2)c1	1	-5	0	-4	3	-8	0	0	-1
COC(=O)CCn1nc(-c2ccc(C)cc2)c2ccccc2c1=O	-3	-2	4	10	-4	2	9	3	1
COC(=O)c1sc(N2C(=O)c3oc4ccccc4c(=O)c3C2c2cccc(O)c2)nc1C (stereo not given)	-7	-5	-40	-4	-13	-31	-22	-5	-15
COc1ccc2c(c1)N(C)/C(=C1/SC(=NCc3ccccc3)N(c3ccccc3)C1=O)S2	1	-7	-2	3	-1	5	6	0	-1
CN(CC1CCOCC1)C(=O)CC1C(=O)NCCN1Cc1cccc(F)c1 (stereo not given)	2	0	2	-2	-4	9	-2	-2	2
CCOc1ccc(/C(O)=C2/C(=O)C(=O)N(c3ncccn3)C2c2ccccc2)cc1 (stereo not given)	-1	0	-1	2	13	1	-1	2	-3
COCCNC(=O)CSc1nc2ccccc2c(=O)n1CC1CCCO1 (stereo not given)	3	-1	-8	7	12	2	3	11	1
CCOC(=O)CC(=O)CSCC(=O)Nc1ccc(C)cc1	-8	-5	-1	2	8	6	1	4	-2
CCC12CN3CC(CC)(CN(C1)C31C(=O)N(C)c3ccc(C)cc31)C2=O (stereo not given)	3	4	8	4	3	1	3	1	4
Cc1cccc(OCC(=O)Nc2ccc(S(=O)(=O)N3CCCC3)cc2)c1	-1	2	-4	7	-9	-1	6	0	-10
O=C(CCC(=O)N(CC(=O)NC1CCCC1)Cc1ccc2c(c1)OCO2)Nc1ccccn1	-10	-4	0	4	-7	1	-4	-7	2
COc1ccc(NS(=O)(=O)c2cccc(NC(=O)CCC(=O)c3cccs3)c2)cc1	2	-4	-14	33*	-1	-5	-2	-3	-6
COc1ccccc1N1C(=O)CC(Sc2nccc(C)n2)C1=O (stereo not given)	1	5	13	3	7	0	-5	0	3
O=C(O)c1ccc2c(c1)C(=O)N(c1ccccc1-c1ccccc1)C2=O	2	2	0	1	-7	-3	4	7	0
CC1CC(C)CN(C(=O)C(NS(=O)(=O)c2ccc3c(c2)oc(=O)n3C)C(C)C)C1 (stereo not given)	-3	0	0	5	-1	6	0	2	2
CCOC(=O)c1ccc(COC(=O)c2cc3ccccc3oc2=O)o1	7	-1	4	2	3	1	1	2	1
CCCCn1c(N)c(N(CCOC)C(=O)CSc2nnc(-c3ccc(F)cc3)n2N)c(=O)[nH]c1=O	1	-1	6	4	5	2	8	1	0
CCOC(=O)C1CCN(C(=O)c2ccccc2NC(=O)c2ccc(Cl)cc2)CC1	4	-6	2	2	-7	-1	-2	-1	1
CC(=O)N1CCC(N(C(=O)Nc2c(F)cccc2F)C(C)C)CC1	2	-3	-5	-2	-11	5	13	0	-3
CCOC(=O)N1CCN(C(=O)CSc2nnc3[nH]c(=O)c(C)c(C)n23)CC1	12	-1	9	3	-1	1	-2	1	2
COCCCNC(=O)CC1C(=O)N(Cc2ccccc2)C(C)c2nc3ccccc3n21 (stereo not given)	-4	6	0	3	-8	2	4	-2	-2
CC(=O)N1c2ccc(S(=O)(=O)NCCC(=O)NC3CCCC(C)C3C)cc2CC1C (stereo not given)	2	-8	6	-1	13	4	10	10	0
O=C(Nc1ccc(Cl)cc1)Nc1ccc(N2CCOCC2)cc1	6	3	12	11	-4	11	8	2	2
Cc1ccc(Cl)cc1N1CCN(C(c2cccnc2)c2nnnn2C2CCCCC2)CC1 (stereo not given)	7	2	2	-3	3	3	6	-2	1
Cc1cc(C)c(S(=O)(=O)N2CCC(C(=O)NCc3ccco3)CC2)c(C)c1	-8	2	4	9	3	0	12	1	2
CCN(C(=O)c1c(N)cnn1C)c1ccccc1	1	-3	7	6	5	2	4	2	2
CCOC(=O)c1ccc(S(=O)(=O)N2CCN(Cc3cc4c(cc3O)OCO4)CC2)cc1	.	6	16	4	-5	-3	6	-6	5
O=C1Nc2ccccc2C1=Nc1ccc(-c2nnc3n2CCCCC3)cc1	7	-3	-15	-1	-4&3	1	7&10	8&0	-7
CN1C(=O)c2ccc(C(=O)NCc3ccccn3)cc2C1=O	0	3	5	0	5	2	2	0	0
Cc1oc2c(cc(NS(=O)(=O)c3cccs3)c3ccccc32)c1C(=O)OC(C)C	0	-13	-28	20	5	2	-7	-7	-14
CC(=O)c1c(C)[nH]c(C(=O)NC2CCCCC2)c1C	10	6	0	5	2	-4	2	8	-22
CN1CCN(c2ccc(-c3cccc(NC(=O)COc4ccc(Cl)cc4)c3)nn2)CC1	-2	-1	-5	-1	-1	-23	0	1	-4
O=C(CN1CCOCC1)Nc1ncc(Br)cc1Br	-1	-7	13	5	-5	0	-2	1	5
CNC(=O)c1cnc(-c2ccccc2)nc1-c1ccccc1	2	-2	2	4	4	3	16	1	2
COc1ccc(C2/C=C\CN(C(=O)Nc3ccccc3-c3ccccc3)CC(=O)N2Cc2ccc(F)cc2)cc1 (stereo not given)	-2	2	-6	1	-3	6	7	-3	-4
COc1cc(C=O)ccc1OCc1ccc(Cl)nc1	10	-1	11	1	1	9	4	-2	0
Cc1ccc(NC(=S)NCc2cccn2C)cc1	-4	-5	-2	0	-5	-8	2	-4	-3
COc1cccc(NC(=O)CCS(=O)(=O)c2cc3c(cc2Cl)NC(=O)CO3)c1	0	-4	5	1	3	5	4	5	2
CC(=O)Nc1c(Br)cc(N2C(=O)CCC2=O)cc1Br	1	4	-1	1	0	3	7	2	3

Fetched one by one from the list above, two records:
SMILES	GSTO1 inh	PAD4 inh	LYPLA2 inh	pPAFAH FP inh	PAFAH2 inh	PME-1 primary	PAFAH1B3 FP inh	PAFAH1B2 FP inh	LYPLA1 inh
COc1cc(C=O)ccc1OCc1ccc(Cl)nc1	10	-1	11	1	1	9	4	-2	0
CC(=O)c1c(C)[nH]c(C(=O)NC2CCCCC2)c1C	10	6	0	5	2	-4	2	8	-22

The list goes on.
SMILES	GSTO1 inh	PAD4 inh	LYPLA2 inh	pPAFAH FP inh	PAFAH2 inh	PME-1 primary	PAFAH1B3 FP inh	PAFAH1B2 FP inh	LYPLA1 inh
COc1ccc(CNC(=O)OCc2nccnc2C(=O)Nc2ccc(Br)cn2)cc1	3	0	19	2	-3	-3	2	-5	-2
CCC1COCCS(=O)(=O)N1Cc1ccc(Cl)cc1 (stereo not given)	6	-3	-5	1	5	3	10	8	-4
Cc1ccc(N(CC(=O)NCc2ccc(F)cc2)C(=O)c2ccco2)cc1C	6	2	0	1	-1	-2	3	-1	5
O=c1ccc(-c2ccccc2)nn1Cc1ccc(F)cc1	1	0	27*	0	-10	1	6	6	1
CCOC(=O)c1c(NC(=O)CSc2nc3ccccc3s2)sc(C(C)=O)c1C	5	-1	-8	-2	-5	-1	-3	-4	-6
CNc1ccccc1	.	-1	1	1	0	-1	8	3	0
Cn1c(CCNC(=O)c2ccccc2)nc2cc(NC(=O)c3ccco3)ccc21	0	-1	3	-1	-9	5	-2	-5	3
O=C(NCCCl)NNc1c(Cl)cc(Cl)cc1Cl	19	3	-6	2	10	-1	-1	8	2
O=C(CN(Cc1ccco1)C(=O)c1ccc(Cl)cc1)Nc1ccc(Cl)c(Cl)c1	-1	1	-18	1	0	2	-2	3	-12
CC(C)C[C@H](NC(=O)N1CCn2c1nc1ccccc12)C(=O)NCc1ccccc1	-4	-5	1	0	8	3	10	3	-2
Clc1ccc(-c2ccc(/C=N/Nc3cc(N4CCOCC4)nc(N4CCOCC4)n3)o2)cc1	11	4	4	20	-1	8	-1	-3	4
CS(=O)(=O)N(CCc1ccccc1)CC(=O)N1CCN(Cc2ccccc2)CC1	7	-2	2	-1	6	-1	4	6	1
c1ccc(Cc2nnc3n2N=C(c2ccccc2)CS3)cc1	2	-2	-1	1	-1	-1	2	8	-5
CCC(=O)c1ccc(-c2ccccc2)cc1	3	1	7	4	-5	1	-3	1	0
COc1ccc(N2C(=O)C(CC(=O)O)S/C2=N\N=C\c2cccs2)cc1 (stereo not given)	3	-10	9	1	6	3	-1	5	3
Cc1cccc(C)c1OCC(=O)Nc1cccc(-c2nnc(-c3ccccc3)o2)c1	1	5	-39	-2	-27	-27	-13	-8	-25
N#C/C(=C\c1ccc([N+](=O)[O-])o1)c1nc2ccccc2[nH]1	26	-6	2	8	.	-2	.	.	-2
O=C(NCc1ccccc1)Nc1cccn(Cc2ccccc2F)c1=O	5	2	11	8	6	8	7	4	8
CC(CCN1C(N(C)C)=NC[C@@H]1C)c1ccccc1 (stereo not given in full)	-3	-2	-6	0	11	3	-5	4	1
CN1C(=O)c2ccccc2Sc2ccc(NC(=O)N3CCCC3)cc21	-12	-1	-9	-1	-10	-6	-3	-2	-5
CCCOc1c(Br)cc(C(=O)NCC)cc1OC	-4	-1	7	5	7	-2	6	1	3
O=C(O)c1cc(S(=O)(=O)Nc2ccc3cn[nH]c3c2)ccc1Cl	.	-5	.	7	-3	.	8	3	.
Cc1cccc(N2CCN(C(=O)c3ccc4c(c3)OCCO4)CC2)c1C	-6	-4	-3	6	1	-6	4	0	-5
S=C(NCCCn1ccnc1)Nc1ccc(Cl)cc1Cl	-1	4	-2	-1	3	-2	9	5	-5
O=C(CCC(=O)c1ccc(Cl)cc1)OCc1nc2ccsc2c(=O)[nH]1	21	-2	6	4	-6	2	2	4	5
O=C(Nc1ccc(F)cc1F)c1ccccc1-c1ccccc1	5	2	6	1	8	0	-11	-1	1
CCCC1(C)SC(NC(C)=O)=NN1C(C)=O (stereo not given)	1	-5	-4	1	-8	-4	6	-1	0
Cc1ccc(NC(=O)C2CCN(S(=O)(=O)c3cccc4nonc34)CC2)cc1	3	-1	-6	5	-4	1	-2	5	-1
NS(=O)(=O)c1ccc(N/N=C/c2ccccn2)c([N+](=O)[O-])c1	2	1	-1	-6	3	1	11	-1	-4
COc1ccc(C2=NOC(C)(c3nnc(-c4ccncc4)o3)C2)cc1 (stereo not given)	4	-3	3	6	2	0	9	6	3
COc1ccccc1NC(=O)CSc1nnc(C)n1Cc1ccccc1	4	-4	2	6	0	0	5	2	0
COc1ccc2[nH]c(C(=O)O)c(NS(=O)(=O)c3ccc(OC)c(OC)c3)c2c1	6	0	-4	2	7	2	7	10	-2
COc1ccc(/C=C2\SC(=S)N(C(C)C(=O)NC3C=CS(=O)(=O)C3)C2=O)cc1 (stereo not given)	0	-4	-4	4	7	4	1	5	-1
COc1ccc(C)c2sc(N(CCN(C)C)C(=O)/C=C/c3cccs3)nc12	6	-1	0	-2	-4	-8	3	-3	-6
CCOc1ccc2nc(C)cc(Nc3ccc4c(c3)OCCO4)c2c1	0	-5	2	-4	-5	-16	11	0	4
O=C(NCCS(=O)(=O)NCc1ccc(F)cc1)c1ccccc1	-9	1	8	3	5	-3	-2	3	2
Cc1ccc(C(=O)Nc2c3c(nn2C(C)(C)C)CS(=O)(=O)C3)cc1C	6	-5	-2	4	2	-5	3	-1	-1
CC1CCN(C(=O)COC(=O)CCC(=O)c2ccc(Cl)cc2)CC1	.	-3	.	18	4	.	8	4	.
